Bioassay records: PubChem BioAssay, several laboratories
E coli Lon inh: inhibits E. coli Lon protease; P0A9M0; purified E. coli Lon protease, fluorescence polarization; inhibition, % at 7.94 µM; actives 0.42% (n = 360,000); AID 602123; in the data active = inhibition above about 13%, passing the limit was not always enough;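 also: 0% = enzyme with probe and DMSO and 100% = no enzyme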
Rin1-Abl PPI inh: inhibitors of human Rin1-Abl protein interaction. P00519+Q13671. TR-FRET Rin1/Abl binding, biochemical. inhibition, % at 7.35 µM. actives 0.4% (n = 360,000); in the data active = inhibition above about 5%, passing the limit was not always enough
MT1-MMP act inh: MT1-MMP (human) activation inhibition | P50281 | HT1080 RFP-PRO-GFP cells, GFP/RFP ratio fluorescence, overnight; percent of plate control window, DMSO zero | GFP/RFP ratio change, % at 20 µM | actives 0.061% (n = 360,000) | AID 651647;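 active = GFP/RFP ratio change of at least 30% with cell ATP level not reduced by more than half and red fluorescence within 50% of control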; also: strong numbers were not always called active
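Read-out: GFP/RFP fluorescence ratio; Test system: RFP-PRO-GFP reporter HT1080 cells; Compound dosing: single-point 20 µM compound, 1% DMSO; Times: overnight compound exposure at 37 °C.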
FAS TE block: FAS thioesterase (human) inhibition. recombinant FAS-TE, OMFH fluorogenic substrate, fluorescence endpoint. inhibition, % at 15 µM. actives 0.67% (n = 360,000). P49327;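 active = compounds whose normalised, plate-corrected inhibition of enzyme fluorescence in the single-dose primary screen is 50% or more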;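 also: 0% = DMSO with enzyme and 100% = substrate without enzyme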
NRP1-CendR mod: modulators of CendR peptide binding to human neuropilin-1 | FAM-RPARPAR peptide binding to NRP-1, fluorescence polarization | inhibition, % at 25 µM | actives 0.85% (n = 360,000) | AID 602438;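 active = inhibition or corrected inhibition above about 18%, plus a signal ratio from 0.5 to 1.5, limit read from the data, passing the limit was not always enough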; also: strong numbers were not always called active
SKN-1 inh: C. elegans SKN-1 inhibition. C. elegans VP596 Pgst-4::GFP/RFP ratio, acrylamide-induced, 24 h. inhibition, % at 21.8 µM. actives 0.49% (n = 360,000);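 active = interference check ratio from 0.5 to 1.5 plus GFP to RFP signal ratio inhibition reaching or exceeding a fixed threshold, cut at about 30% in these data, passing the limit was not always enough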; also: some compounds called inactive have numbers as strong as hits
Neddyl block: inhibitors of human cullin neddylation; actives 0.58% (n = 360,000); calls only at 25 µM; P61081+Q13564; AID 651699; TR-FRET cullin neddylation, biochemical; in the data active = inhibition above about 36%
MsrA act: activates bovine MsrA enzyme; activation, % at 10.6 µM; actives 0.3% (n = 360,000); purified bovine MsrA, absorbance read-out; AID 602163; in the data active = activation above about 7.5%;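 also: 0% = vehicle and 100% = reference activator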
MsrA inh: inhibits bovine methionine sulfoxide reductase A; actives 0.75% (n = 360,000); purified bovine MsrA, absorbance read-out; inhibition, % at 15.5 µM; in the data active = inhibition above about 4.5%;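 also: 0% = vehicle wells with enzyme and 100% = reference inhibitor wells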
* = called active by the depositor; i = inactive; . = not tested or not shown. Rows were taken by chance; overall some 4.2% were active at least once.

SMILES	E coli Lon inh	Rin1-Abl PPI inh	MT1-MMP act inh	FAS TE block	NRP1-CendR mod	SKN-1 inh	Neddyl block	MsrA act	MsrA inh
O=C(O)C1CCCN1S(=O)(=O)c1ccc(Br)s1 (stereo not drawn) (tested in a mixture with another compound)	0	0	1	-7	-3	-11	i	-1	0.7
O=C(O)c1ccc(CSc2ncn[nH]2)cc1	2	-2	0	-6	12	-14	i	-1	-0.8
Cc1ccc(NC(=O)c2sccc2-n2cccc2)c(Cl)c1	-5	-1	-7	30	4	-15	i	-1	3.4
CCNc1nc2c(c(=O)n(C)c(=O)n2C)n1CCCc1ccccc1	1	0	-5	-4	-16	16	i	-3	-0.8
Cc1cccc(N2C(=O)/C(=C\c3ccc(C(=O)O)cc3)c3ccccc3C2=O)c1	-2	5	18	0	-16	7	.	-2	0.0
CN(Cc1ccccc1)C(=O)c1csc([C@@H]2C[C@H](O)[C@@H](CO)O2)n1	-12	-2	0	-15	-5	10	i	9.3*	-0.2
O=[N+]([O-])c1cc(Br)c(O)c(/C=N/Nc2nc3ccccc3s2)c1	-10	-2	0	52*	5	8	i	-1	-0.3
COc1ccc(CC(=O)Nc2ccc(S(=O)(=O)Nc3cc(C)nc(C)n3)cc2)cc1OC	2	-4	1	-4	1	8	i	-2	1.8
COc1cccc(CNC(=O)Cc2ccc(NC(=O)C3=C(C)OCCS3)cc2)c1	-4	0	.	6	-7	4	i	-1	-0.3
Cc1cc(/C=C2\SC(N)=NC2=O)c(C)n1-c1ccc(F)cc1	-3	4	-4	-1	-27	13	i	-12	0.1
CCC(=O)N1CCC(C)(C(=O)Nc2nccc3ccccc23)C1 (stereo not drawn)	3	0	-3	-8	-2	-6	i	-6	0.6
c1ccc(CCNc2c3c(nc4ncnn24)CCC3)cc1	-7	-3	-3	-3	-7	-2	i	-3	1.4
Cn1c2c(c(=O)n(C)c1=O)C1(C(=O)Nc3ccccc31)C(C#N)=C(N)O2 (stereo not drawn)	-2	5	-7	2	2	-6	i	1	-0.5
O=C(COc1ccccc1C(=O)NCC1CCCO1)Nc1ccc(Br)cc1 (stereo not drawn)	-4	-2	3	10	-16	17	i	-2	-0.4
CCOC(=O)C1(CCOc2ccccc2)CCN(Cc2cnc(C)[nH]2)CC1	-4	-8	-5	-1	-12	-5	i	-9	-0.5
COc1ccc(S(=O)(=O)NCC2CCCN(C(=O)CNC(C)=O)C2)cc1 (stereo not drawn)	-5	0	1	-8	1	-4	i	-6	-0.6
Cn1c(-c2ccc(F)cc2)cnc1NCc1ccc(C#N)cc1	-10	4	.	7	6	-7	i	-14	1.6
COc1ccc(OCc2nc(C#N)c(NCCCn3ccnc3)o2)cc1	12	0	-2	-3	-3	-3	i	-3	-1.3
Cn1c(=O)oc2cc(S(=O)(=O)N3CCC(C(=O)NCc4cccs4)CC3)ccc21	-7	4	0	-2	-8	-10	i	-11	0.0
COc1cccc(CN(C)C(=O)c2ccc(Cl)c(S(=O)(=O)N3CCCCCC3)c2)c1OC	4	2	-1	43	-4	-13	i	-6	-1.0
COc1ccc(C(=O)Oc2ccc3ccc(=O)oc3c2)cc1OC	3	0	-2	4	8	-16	.	-5	1.4
COC(=O)C1=NNC(C(=O)OC)C1c1ccccc1 (stereo not drawn)	-7	1	4	-6	-3	-11	i	-2	0.0
Cc1ccc(OCc2nnc(SCC(N)=O)n2N)cc1	-8	0	-5	-5	0	0	i	-3	-1.6
NC(=O)C1CCN(C(=O)c2cccc(CN3C(=O)c4ccccc4C3=O)c2)CC1	3	2	5	-7	-3	-3	i	-5	0.9
CC(=O)Oc1c(C(C)C)cc(N(C(C)=O)c2ccccc2)cc1C(C)C	-4	1	-37	1	10	-3	i	0	0.1

Single records, as listed above. Values in the order: E coli Lon inh, Rin1-Abl PPI inh, MT1-MMP act inh, FAS TE block, NRP1-CendR mod, SKN-1 inh, Neddyl block, MsrA act, MsrA inh
O=C(O)C1CCCN1S(=O)(=O)c1ccc(Br)s1 (stereo not drawn) (tested in a mixture with another compound) reads 0, 0, 1, -7, -3, -11, i, -1, 0.7
c1ccc(CCNc2c3c(nc4ncnn24)CCC3)cc1 reads -7, -3, -3, -3, -7, -2, i, -3, 1.4
O=C(COc1ccccc1C(=O)NCC1CCCO1)Nc1ccc(Br)cc1 (stereo not drawn) reads -4, -2, 3, 10, -16, 17, i, -2, -0.4

Seven entries drawn at random from the list so far, as already listed:
SMILES	E coli Lon inh	Rin1-Abl PPI inh	MT1-MMP act inh	FAS TE block	NRP1-CendR mod	SKN-1 inh	Neddyl block	MsrA act	MsrA inh
Cc1ccc(NC(=O)c2sccc2-n2cccc2)c(Cl)c1	-5	-1	-7	30	4	-15	i	-1	3.4
O=C(COc1ccccc1C(=O)NCC1CCCO1)Nc1ccc(Br)cc1 (stereo not drawn)	-4	-2	3	10	-16	17	i	-2	-0.4
Cc1ccc(OCc2nnc(SCC(N)=O)n2N)cc1	-8	0	-5	-5	0	0	i	-3	-1.6
COc1ccc(OCc2nc(C#N)c(NCCCn3ccnc3)o2)cc1	12	0	-2	-3	-3	-3	i	-3	-1.3
CCNc1nc2c(c(=O)n(C)c(=O)n2C)n1CCCc1ccccc1	1	0	-5	-4	-16	16	i	-3	-0.8
Cn1c2c(c(=O)n(C)c1=O)C1(C(=O)Nc3ccccc31)C(C#N)=C(N)O2 (stereo not drawn)	-2	5	-7	2	2	-6	i	1	-0.5
O=[N+]([O-])c1cc(Br)c(O)c(/C=N/Nc2nc3ccccc3s2)c1	-10	-2	0	52*	5	8	i	-1	-0.3

The results go on.
SMILES	E coli Lon inh	Rin1-Abl PPI inh	MT1-MMP act inh	FAS TE block	NRP1-CendR mod	SKN-1 inh	Neddyl block	MsrA act	MsrA inh
C=CCOC(=O)C1=C(C)N=C2SCCC(=O)N2C1/C=C/c1ccccc1OC (stereo not drawn)	10	-1	-4	10	-6	2	i	-7	-0.8
CCCC(=O)NCCc1cc2ccc(OC)cc2[nH]c1=O	-1	0	1	-7	-6	5	i	-2	4.1
CCOC(=O)Cn1cc(C(=O)OC)c2ccccc21	-2	-2	0	-5	-1	0	i	-2	0.6
COCCN(C(=O)COC(=O)CNC(=O)c1ccc(C)cc1)c1c(N)n(Cc2ccccc2)c(=O)[nH]c1=O	6	0	-4	-2	6	15	i	-2	-0.9
O=C(O)CSCC(=O)Nc1ccc(C(F)(F)F)cc1	-8	4	-1	-9	-4	-2	i	-3	3.6
CN1Cc2sc(N)c(C#N)c2CC1(C)C	-17	-31	-25	-29	-32	32	i	-2	1.7
COc1ccc(C(=O)CSc2n[nH]c(=O)n2Cc2ccco2)cc1	6	2	7	-4	-5	-9	i	-6	-0.8
CCNC(=O)Nc1ccc(OC)cc1OC	-6	1	4	-7	6	-6	i	-16	-0.8
CC1CCCCC1NC(=O)c1ccc(S(=O)(=O)N2CCCC2)cc1 (stereo not drawn)	-2	0	-1	0	5	9	i	-2	1.2
CCN(CC)CCCNC(=O)c1cc2nc3c(c(C(F)(F)F)n2n1)CCc1ccccc1-3	2	-2	7	-8	2	-1	i	-3	0.2
COC(=O)C1=C(C(=O)OC)C(C(=O)OC)N2C=CC=CC2=C1C(=O)OC (stereo not drawn)	-5	-2	2	0	-3	14	.	-6	2.6
COc1ccc2cc(CN(CC3CCCO3)S(=O)(=O)c3ccccc3)c(=O)[nH]c2c1 (stereo not drawn)	-2	7	4	-2	5	-22	i	-15	2.8
CC(C)(C)C1CCC(OC(=O)c2cncc(Br)c2)CC1 (stereo not drawn)	5	2	1	4	0	4	i	-2	0.4
O=P(c1ccccc1)(c1ccccc1)c1cc(Br)cc(Br)c1OCCO	-8	1	-2	1	-2	9	i	-4	3.4
CCCCCCSc1nnc(-c2cnn(-c3ccccc3)c2-n2cccc2)n1C	-4	-1	-17	24	12	-25	i	1	-0.4
COc1ccc(CN(C)C(=O)CNC(=O)c2cccs2)c(OC)c1	0	1	2	-7	13	4	i	-1	-0.6
CCc1ccc(NC(=O)CC2C(=O)N(c3cccc(C)c3)C(=O)N2C2CC2)cc1 (stereo not drawn)	-5	2	2	0	-1	0	i	0	1.7
CCOc1ccc(CCNC(=O)c2sc3nc4n(c(=O)c3c2C)CCC4)cc1OCC	11	1	1	-1	-7	6	i	-1	-0.1
CCCn1cnnc1CNC(=O)[C@H]1O[C@@H](n2ccc(=O)[nH]c2=O)[C@H](O)[C@@H]1O	3	9	-1	-8	9	6	i	-1	-0.1
O=C(c1ccccc1NS(=O)(=O)c1ccccc1[N+](=O)[O-])N1CCOCC1	-4	-1	1	-7	-3	1	i	-2	-0.2
N#CC1=C(N)SC(N)=C(C#N)C1Cc1ccccc1	-275	-11	-86	-73	126	12	i	-4	2.9
CC1c2cc3c(cc2CCN1C(=O)c1ccc(C(F)(F)F)cc1)OCCCO3 (stereo not drawn)	-2	-3	5	13	8	6	i	0	0.6
COC(=O)[C@@]1(C)[C@H]2C(=O)N(Cc3ccccc3)C(=O)[C@H]2[C@H]2CN(C)C(=NC3CCCCC3)N21	4	-3	1	-6	-4	20	i	-2	-0.8
O=C(NC1CC1)C1=C[C@H](c2c[nH]c3ccccc23)C[C@H](OCCCCO)O1	-5	-1	-6	-12	-14	3	i	-2	0.0
COc1ccc(OC)c(C2C(C(=O)c3ccc(C)o3)=C(O)C(=O)N2c2cc(C)on2)c1 (stereo not drawn)	-2	0	5	-6	9	1	i	-4	2.9
SMILES	E coli Lon inh	Rin1-Abl PPI inh	MT1-MMP act inh	FAS TE block	NRP1-CendR mod	SKN-1 inh	Neddyl block	MsrA act	MsrA inh
O=C(NNC(=O)c1csc(N2CCOCC2)n1)c1ccc(=O)[nH]c1	14	2	4	-10	25*	-5	i	-4	0.2
COc1cc(C(O)c2nc3ccccc3n2C(C)C)cc(OC)c1OC (stereo not drawn)	1	-2	2	-3	-2	-19	i	-13	0.3
COc1ccc(-c2cccc(-c3cc(=O)oc4cc5c(cc34)OCO5)c2)cc1	-13	0	-3	8	-9	-2	.	-2	1.0
O=C(Cc1cccc2ccccc12)NCC1CCCO1 (stereo not drawn)	1	0	-2	-10	0	4	i	-1	0.6
O=C(CSc1nc(O)cc(=O)[nH]1)N1CCOCC1	-9	3	-2	-6	-17	21	i	-1	1.7
COc1ccc(NC(=O)Nc2ccc3c(c2)C(=O)N([C@H](C)CO)C[C@H](C)[C@@H](CN(C)S(=O)(=O)c2ccc(OC)cc2)O3)cc1	2	2	-3	-2	3	-12	i	-5	0.4
COC(OC)c1ccnc(SCc2ccccc2Cl)n1	-6	0	-1	9	-7	22	i	0	1.0
O=C(Cc1ccc(S(=O)(=O)N2CCOCC2)s1)Nc1ccc2c(c1)CCC2	-5	0	3	18	-2	24	i	-2	1.0
O=C(CN1CCN(c2ccccc2F)CC1)c1ccc2cc[nH]c2c1	-6	-2	2	2	-14	-8	.	-4	0.6
CN(Cc1nc2ccccc2c(=O)[nH]1)C(=O)c1cccc(S(=O)(=O)N2CCCC2)c1	-2	-1	-1	-2	4	11	i	-3	-0.1
